UHRF1 MBD2 ctr = blocks human UHRF1 binding to methylated DNA; inhibition, % at 4.4 µM; Q96T88; UHRF1 binding to methylated oligo, TR-FRET; actives 0.75% (n = 370,000); in the data active = inhibition above about 21%;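 note: UHRF1 SRA domain binding a hemimethylated CpG hairpin DNA probe; 0% = median of test compound wells and 100% = reference inhibitor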
HTRA1 inh = blocks human HTRA1 serine peptidase; AID 504803; Q92743; recombinant HTRA1, FP-rhodamine activity-based probe, fluorescence polarization; actives 0.5% (n = 340,000); inhibition, % at 5.96 µM; in the data active = inhibition above about 36%;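 note: 0% = enzyme with DMSO and 100% = wells lacking enzyme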
Target sequence (Q92743 whole entry, looked up): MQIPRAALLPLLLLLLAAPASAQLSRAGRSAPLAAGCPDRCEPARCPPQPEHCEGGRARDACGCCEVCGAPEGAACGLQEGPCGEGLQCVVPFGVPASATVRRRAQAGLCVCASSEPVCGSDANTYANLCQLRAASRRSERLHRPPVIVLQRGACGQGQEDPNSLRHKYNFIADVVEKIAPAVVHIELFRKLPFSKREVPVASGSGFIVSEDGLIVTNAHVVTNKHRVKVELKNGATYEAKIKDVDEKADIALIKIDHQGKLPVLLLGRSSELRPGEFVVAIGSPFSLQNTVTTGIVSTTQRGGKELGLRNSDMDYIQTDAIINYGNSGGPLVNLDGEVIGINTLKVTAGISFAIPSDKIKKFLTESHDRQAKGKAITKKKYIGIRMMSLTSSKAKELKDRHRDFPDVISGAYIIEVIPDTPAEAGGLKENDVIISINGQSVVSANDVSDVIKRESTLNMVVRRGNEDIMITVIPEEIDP
rCAG RNA binder = binds r(CAG) RNA repeats | actives 1.3% (n = 370,000) | r(CAG) RNA repeat, TO-PRO-1 dye displacement fluorescence | inhibition, % at 3 µM;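 active = inhibition above the plate cutoff, the mean of all test compounds on that plate plus 3 SD, cut at about 35% in these data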;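 note: 0% = DMSO alone and 100% = 100 µM mitoxantrone as full dye displacement; higher means more dye released from RNA so lower well fluorescence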
ABHD4 inh = ABHD4 (mouse) inhibition, primary FP screen; Q8VD66; purified mABHD4, FP-Rh probe fluorescence polarization; inhibition, % at 8.92 µM; actives 0.54% (n = 370,000);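 active = inhibition exceeding the mean over every tested compound plus 3 SD, cut at about 30% in these data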;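 note: 0% = plate median of compound wells and 100% = S159A mutant with DMSO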
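Assay system: mouse ABHD4 enzyme, wild type / Also added: fluorescent activity-based probe FP-Rh / Doses: single nominal dose of 8.92 µM, 0.89% DMSO final / Timing: 45 min compound pre-incubation plus 60 min probe step, 25 °C / Signal: FP readout, ex 525 nm / em 598 nm / Control set: S159A mutant/DMSO as 100%, compound-well median as 0%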
SIAE inh = blocks human sialic acid acetylesterase. AID 1053197. actives 0.69% (n = 370,000). SIAE FP-Rh probe binding, fluorescence polarization. Q9HAT2. inhibition, % at 9.66 µM;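 active = inhibition above a cutoff: mean of compounds within the control limits plus 3 SD of those, cut at about 17% in these data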;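 note: 0% = plate median of compound wells and 100% = probe without SIAE protein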
Target sequence (Q9HAT2 whole entry, looked up): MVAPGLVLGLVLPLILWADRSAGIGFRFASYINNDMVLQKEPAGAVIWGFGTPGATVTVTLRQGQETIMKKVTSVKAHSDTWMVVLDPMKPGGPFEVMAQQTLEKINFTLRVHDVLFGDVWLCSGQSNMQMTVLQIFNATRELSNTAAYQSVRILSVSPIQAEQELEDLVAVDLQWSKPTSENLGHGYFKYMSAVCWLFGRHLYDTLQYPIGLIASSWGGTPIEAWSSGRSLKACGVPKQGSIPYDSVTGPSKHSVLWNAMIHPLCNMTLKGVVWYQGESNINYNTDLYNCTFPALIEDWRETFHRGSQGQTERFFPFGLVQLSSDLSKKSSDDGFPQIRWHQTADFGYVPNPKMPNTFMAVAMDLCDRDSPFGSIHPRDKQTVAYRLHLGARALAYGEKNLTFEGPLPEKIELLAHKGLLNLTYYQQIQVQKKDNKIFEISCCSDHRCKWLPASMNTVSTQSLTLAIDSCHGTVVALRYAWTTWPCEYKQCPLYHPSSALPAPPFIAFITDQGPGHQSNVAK
MBD2 inh = inhibitors of human MBD2 binding to methylated oligonucleotide | Q9UBB5 | TR-FRET | inhibition, % at 4.4 µM | actives 0.31% (n = 370,000); in the data active = inhibition above about 13%
GC-B act = GC-B (human) receptor activation; P20594; HEK293-GC-B cells, CNP EC30, cGMP TR-FRET; 0% at EC30 CNP, 100% saturating CNP; activation, % at 10 µM; actives 0.11% (n = 370,000); AID 1920062;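 active = activation at 10 µM reaching about 35% in either raw or pattern-adjusted values, limit read from the data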
TCR-CD3 inh = blocks the human TCR-CD3 interaction. actives 0.37% (n = 360,000). inhibition, % at 9.4 µM. TAMRA-labeled TCR probe fluorescence, biochemical; in the data active = inhibition above about 19%;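 note: recombinant mutant TCR 2C K166C tagged with TAMRA read by polarization; 0% = receptor in buffer alone and 100% = receptor with positive control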
PRMT1 inh = PRMT1 (human) inhibition, primary screen. actives 1.3% (n = 370,000). recombinant PRMT1, activity-based probe fluorescence polarization. Q99873. inhibition, % at 2.79 µM;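 active = inhibition above about 21% made by adding two undisclosed values, limit read from the data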
NPR1 activator = GC-A (human) enzyme activation | HEK293 GC-A cells, cGMP TR-FRET, EC30 ANP; 0% at EC30 ANP, 100% saturating ANP | actives 0.14% (n = 370,000) | activation, % at 10 µM; in the data active = activation above about 40%
* marks the source's active call; other numbers are inactive results; . = not tested or not shown. Not all compounds are listed, so the mix of outcomes need not match the whole.

Values run as follows: UHRF1 MBD2 ctr, HTRA1 inh, rCAG RNA binder, ABHD4 inh, SIAE inh, MBD2 inh, GC-B act, TCR-CD3 inh, PRMT1 inh, NPR1 activator
1	COC(=O)C1=C(c2ccc(OCc3ccccc3)c(F)c2)C[C@@H]2CC[C@H]1N2C
  2, 2, 2, -5, -6, -2, -4, -3, -3, 4
2	OCCCCO
  -2, 2, 0, 5, 7, 1, -4, 5, -3, -2
3	CC(C)n1c(=O)c(C=Nc2ccc(Br)cc2)c(O)n(Cc2ccco2)c1=O
  2, -23, 16, 0, -25, -2, -3, -12, 5, 0
4	CCOC(=O)C(C)(CC)NC(=O)CSP(=S)(OCC)OCC (stereo not drawn)
  0, -7, -6, 4, 4, 2, 7, 6, 1, 3
5	c1ccc(P(c2ccccc2)c2ccccn2)cc1
  8, 2, -4, 4, 7, 2, 2, -3, 1, 2
6	CNC(=S)N1CCN(CCN=Cc2c(O)n(-c3ccc(C)cc3)c(=S)[nH]c2=O)CC1
  -1, 4, -2, 8, 1, 6, 4, -7, 4, -1
7	Cn1c(O)c(C=Nc2ccc(Br)cc2)c(=O)n(C)c1=O
  -3, 6, 0, -1, 2, 2, -3, -2, 2, -1
8	CC(C)(C)N(NC(=O)c1ccccc1)C(=O)c1ccccc1
  10, -1, -1, 7, -3, -1, 3, 3, -1, 2
9	CCOC(=O)[C@]12Cc3cc(OC)ccc3[C@H]1N(Cc1ccccc1)C(=O)c1ccccc12
  -2, -43, -2, -10, 11, -1, -16, -7, -1, -12
10	CC(C)=CCSc1nnc([C@@H](N)Cc2c[nH]c3ccccc23)o1
  -4, -6, 2, 10, -1, -3, -1, 2, 4, 3
11	N#CCC(=O)NN1Cc2ccccc2C1=N
  2, -1, 4, 5, 6, -1, -2, -2, -1, 1
12	Cc1ccc2nc(N3CCC(C(=O)N4CCC5(CC4)OCCO5)CC3)sc2c1
  3, -4, -3, 1, 4, -5, 2, -8, 1, 2
13	Cc1ccc(-n2c(O)c(/C=N/N3CCCCCC3)c(=O)[nH]c2=O)cc1C
  1, ., -1, 5, 10, -1, 2, -5, -4, -5
14	CN1C(=O)c2ccccc2NC(=O)C1Cc1ccccc1 (stereo not drawn)
  1, 0, -2, 11, 5, 2, -3, 7, -4, -5
15	COc1cc(C2NCc3ccccc3-n3cccc32)ccc1O (stereo not drawn)
  1, 5, -2, -1, 0, 2, -18, 4, 3, -15
16	OC(CCNCCc1c[nH]c2ccccc12)C(F)(F)F (stereo not drawn)
  2, -5, 0, -3, 2, -3, -1, 1, -3, -5
17	COc1ccccc1N1CCN(Cc2ccccc2)CC1
  0, 7, -6, 5, 0, -1, -5, 5, -3, 5
18	COc1ccc2nc(/N=C/c3c(O)n(-c4cccc(Cl)c4)c(=O)[nH]c3=O)sc2c1
  -12, 5, 6, -7, 4, -4, 0, -2, 2, -16
19	COc1ccc(-n2nnnc2C(c2ccccc2OC(F)(F)F)N2CCC3(CC2)C(=O)NCN3c2ccccc2)cc1 (stereo not drawn)
  -1, ., 7, -6, -2, 1, -1, -5, 2, -4
20	COc1cc(CC2C(=O)N(C)C(=O)N(C)C2=O)ccc1OCc1ccccc1
  -4, -6, -5, 5, 10, -6, -1, 3, 2, 1

Quoted from the listing.
`Cc1ccc2nc(N3CCC(C(=O)N4CCC5(CC4)OCCO5)CC3)sc2c1` – UHRF1 MBD2 ctr = 3
`CCOC(=O)[C@]12Cc3cc(OC)ccc3[C@H]1N(Cc1ccccc1)C(=O)c1ccccc12` – GC-B act = -16

The listing continues.
Values run as follows: UHRF1 MBD2 ctr, HTRA1 inh, rCAG RNA binder, ABHD4 inh, SIAE inh, MBD2 inh, GC-B act, TCR-CD3 inh, PRMT1 inh, NPR1 activator
21	CC(C)OC(=O)c1c(N)n(CC2CCCO2)c2nc3ccccc3nc12 (stereo not drawn)
  -8, 2, -6, -8, -2, -3, 7, 3, -3, 5
22	COc1ccc(-c2ccc3c(c2)CN(C(=O)C(C)(C)C)Cc2cnnn2-3)cc1
  -1, ., 4, -4, 9, 1, 23, 3, 0, 20
23	CC(C)N1OC2CC1c1nc3ccccc3n1C2 (stereo not drawn)
  0, 5, 5, 5, 5, 3, 5, 5, 3, 2
24	N#CC(C#N)=Cc1ccc(N2CCOCC2)cc1
  -4, 1, 1, 2, 0, -5, -6, 0, 8, -1
25	CCC1=Nc2cc(C(=O)N3CCC4(CC3)OCCO4)ccc2Sc2ccc(Br)cc21
  2, -24, -2, 18, -9, -1, 3, 3, 2, 0
26	CN1CCc2c([nH]c3ccccc23)C1
  -3, -7, 4, -2, 3, -2, -7, 1, -5, 1
27	CC(=O)O[C@H]1CC[C@@]2(C)C(=CC(=O)C3C2CC[C@@]2(C)C3C[C@H](OC(C)=O)[C@@H]2OC(C)=O)C1 (stereo partly drawn)
  3, 0, 0, 2, -2, 3, 6, 2, 2, 2
28	CCn1ccnc1CN1CCCC(C(=O)c2cc(C)c(OC)c(C)c2)C1 (stereo not drawn)
  -1, 5, -7, -2, 6, 3, -2, -4, -5, -3
29	COC(=O)C1=C(c2cccc(OCc3ccccc3)c2)C[C@@H]2CC[C@H]1N2C(=O)NCc1ccc(Cl)cc1
  0, -48, 13, 2, -11, -1, -7, 3, 0, -2
30	CC1CCN(CCc2nc3ccccc3[nH]2)CC1
  -2, 5, -3, 4, -1, 6, 2, 1, 2, 3

Reformatted in transposed form: 11 of the compounds above.
20) COc1cc(CC2C(=O)N(C)C(=O)N(C)C2=O)ccc1OCc1ccccc1
21) CC(C)OC(=O)c1c(N)n(CC2CCCO2)c2nc3ccccc3nc12 (stereo not drawn)
22) COc1ccc(-c2ccc3c(c2)CN(C(=O)C(C)(C)C)Cc2cnnn2-3)cc1
23) CC(C)N1OC2CC1c1nc3ccccc3n1C2 (stereo not drawn)
24) N#CC(C#N)=Cc1ccc(N2CCOCC2)cc1
25) CCC1=Nc2cc(C(=O)N3CCC4(CC3)OCCO4)ccc2Sc2ccc(Br)cc21
26) CN1CCc2c([nH]c3ccccc23)C1
Screen / compound no. | 20 | 21 | 22 | 23 | 24 | 25 | 26
UHRF1 MBD2 ctr | -4 | -8 | -1 | 0 | -4 | 2 | -3
HTRA1 inh | -6 | 2 | . | 5 | 1 | -24 | -7
rCAG RNA binder | -5 | -6 | 4 | 5 | 1 | -2 | 4
ABHD4 inh | 5 | -8 | -4 | 5 | 2 | 18 | -2
SIAE inh | 10 | -2 | 9 | 5 | 0 | -9 | 3
MBD2 inh | -6 | -3 | 1 | 3 | -5 | -1 | -2
GC-B act | -1 | 7 | 23 | 5 | -6 | 3 | -7
TCR-CD3 inh | 3 | 3 | 3 | 5 | 0 | 3 | 1
PRMT1 inh | 2 | -3 | 0 | 3 | 8 | 2 | -5
NPR1 activator | 1 | 5 | 20 | 2 | -1 | 0 | 1

27) CC(=O)O[C@H]1CC[C@@]2(C)C(=CC(=O)C3C2CC[C@@]2(C)C3C[C@H](OC(C)=O)[C@@H]2OC(C)=O)C1 (stereo partly drawn)
28) CCn1ccnc1CN1CCCC(C(=O)c2cc(C)c(OC)c(C)c2)C1 (stereo not drawn)
29) COC(=O)C1=C(c2cccc(OCc3ccccc3)c2)C[C@@H]2CC[C@H]1N2C(=O)NCc1ccc(Cl)cc1
30) CC1CCN(CCc2nc3ccccc3[nH]2)CC1
Screen / compound no. | 27 | 28 | 29 | 30
UHRF1 MBD2 ctr | 3 | -1 | 0 | -2
HTRA1 inh | 0 | 5 | -48 | 5
rCAG RNA binder | 0 | -7 | 13 | -3
ABHD4 inh | 2 | -2 | 2 | 4
SIAE inh | -2 | 6 | -11 | -1
MBD2 inh | 3 | 3 | -1 | 6
GC-B act | 6 | -2 | -7 | 2
TCR-CD3 inh | 2 | -4 | 3 | 1
PRMT1 inh | 2 | -5 | 0 | 2
NPR1 activator | 2 | -3 | -2 | 3

Next part.
Values run as follows: UHRF1 MBD2 ctr, HTRA1 inh, rCAG RNA binder, ABHD4 inh, SIAE inh, MBD2 inh, GC-B act, TCR-CD3 inh, PRMT1 inh, NPR1 activator
31	CCCCn1c(NC(=O)c2ccco2)c(C(=O)OCC)c2nc3ccccc3nc21
  17, -7, 1, -16, -4, 10, -2, -5, 41*, 3
32	O=C(NC1CN2CCC1CC2)c1cc(Cl)c([N+](=O)[O-])c2nc[nH]c12 (stereo not drawn)
  -8, 2, 4, -7, -4, -3, 1, -3, 4, 2
33	COCCOC(=O)c1c(C)oc2ccc(OC(=O)N(C)C)cc12
  -2, 2, -8, 4, 5, 3, 0, 8, -3, 0
34	CCc1cc2c(s1)NC(=O)CN=C2c1cccs1
  -4, -10, -1, -5, -2, 0, 3, 1, 0, 4
35	Nc1ccccc1C(=O)OCC(=O)c1ccc2c(c1)OCCO2
  0, -16, 4, 20, 2, 4, 2, 1, 0, -1
36	O=C(CN1C(=O)CN=C(c2ccccc2)c2cc(Cl)ccc21)NC1CCCCC1
  3, ., 6, 1, 0, -1, -13, ., 3, -11
37	CCN(CC)C(=O)c1ccc(NC(=O)c2cccc(S(=O)(=O)N3CCN(Cc4ccccc4)CC3)c2)cc1
  2, -20, 1, 2, -4, 2, 0, 2, -1, 3
38	Cc1[nH]c2ccccc2c1CCNCc1cccnc1
  0, 6, -1, -2, 13, -1, 0, -5, 6, -3
39	COC(=O)C1=C(c2ccc(S(C)(=O)=O)cc2)C[C@@H]2CC[C@H]1N2C(=O)NCc1ccccc1
  -1, -9, -4, 1, -3, -5, -1, 2, -2, 0
40	COc1ccccc1/C=C1/C(=N/O)C2CCN1CC2
  -3, 6, -5, 3, -3, -8, 1, 1, -3, 3
41	CCOC(=O)[C@]12Cc3ccccc3[C@H]1N(C(C)C)C(=O)c1cc(OC)ccc12
  -1, ., 0, 2, -5, -3, -15, -4, -2, -22
42	COC(=O)C1=C(c2ccccc2OCc2ccccc2)C[C@@H]2CC[C@H]1N2C(=O)NCc1ccc(C(C)(C)C)cc1
  -2, -45, 8, -9, -11, 3, 1, 2, -2, 3
43	Cc1ccc(C(O)(C(=O)NNC(=O)CN2CCN(C)CC2)c2ccc(C)cc2)cc1
  -1, 3, 0, 0, 3, 5, 3, 8, -3, -4
44	C[C@]12CCC(=O)CC1CCC1C2CC[C@]2(C)C(OC(=O)CCC(=O)O)CCC12 (stereo partly drawn)
  4, 0, 16, 7, -3, 1, -5, -5, 2, 5
45	CC(=O)c1cccc(OCC(=O)N2CCN(CC(=O)Nc3cccc(F)c3)CC2)c1
  -3, -5, 4, 8, 3, 2, 3, -7, 1, -2
46	O=C1NC2NC(=O)N([N+](=O)[O-])C2N1 (stereo not drawn)
  -1, ., 1, 0, 8, -6, -2, 14, 1, -2
47	CNC(C(=O)c1ccccc1)C(OC(C)=O)c1cccc([N+](=O)[O-])c1 (stereo not drawn)
  -1, 3, 11, 6, -1, 0, -2, 0, 0, -1
48	CN1CCc2nc(SCc3cccc(Br)c3)c(C#N)cc2C1
  -2, -19, 1, -4, 3, -9, -15, -3, 7, 0

High-throughput results as filed in PubChem.
